Screening data deposited in PubChem by National Center for Advancing Translational Sciences (NCATS).
EPAC2 antagonist: antagonists of human EPAC2; Q8WZA2; EPAC2 GEF exchange of Rap1B-BODIPY-GDP, fluorescence; Potency, µM (highest dose often 114 µM), for the others: at the highest dose activity, negative = inhibition, hits mostly inhibitors; hit rate 0.18% among 360,000; AID 720708; note: potency is the fitted concentration of half-maximal effect; % is set by controls: 0 for no effect and ±100 for the full control effect; nearly all actives have a fitted effect of over 45% in size; many of its hits are not listed in these tables
PLK1 PBD block: PLK1 (human) polo-box domain binding inhibition; P53350; Plk1 PBD binding of FITC phosphopeptide, fluorescence polarization; Potency, µM, inactives show max response, negative = inhibition, hits mostly inhibitors; hit rate 2.8% among 360,000; AID 720504; note: potency is the fitted concentration of half-maximal effect; series mostly up to about 57 µM; % is set by controls: 0 for no effect and ±100 for the full control effect; nearly all actives have a fitted effect of over 65% in size
Target sequence (P53350 whole entry, looked up, the tested form may be a part): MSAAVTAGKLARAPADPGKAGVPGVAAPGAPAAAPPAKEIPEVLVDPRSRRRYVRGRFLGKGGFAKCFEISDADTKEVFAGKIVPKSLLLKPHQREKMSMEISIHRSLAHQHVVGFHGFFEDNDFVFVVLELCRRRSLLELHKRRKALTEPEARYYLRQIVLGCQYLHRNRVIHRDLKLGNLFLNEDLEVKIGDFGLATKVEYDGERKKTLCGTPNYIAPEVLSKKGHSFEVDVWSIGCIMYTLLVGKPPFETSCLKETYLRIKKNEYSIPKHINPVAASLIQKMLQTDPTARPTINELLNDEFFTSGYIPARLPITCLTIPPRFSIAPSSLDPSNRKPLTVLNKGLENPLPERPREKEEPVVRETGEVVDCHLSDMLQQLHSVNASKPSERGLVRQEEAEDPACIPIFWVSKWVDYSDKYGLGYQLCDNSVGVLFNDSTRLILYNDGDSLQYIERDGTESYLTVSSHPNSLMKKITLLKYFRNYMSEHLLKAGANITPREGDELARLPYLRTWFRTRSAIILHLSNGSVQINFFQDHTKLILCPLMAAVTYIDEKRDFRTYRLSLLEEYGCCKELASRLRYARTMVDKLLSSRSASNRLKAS
EPAC1 antag: antagonists of human EPAC1; O95398; EPAC1 GEF assay, Rap1b-BODIPY-GDP exchange fluorescence; Potency, µM (titrated, usually from 115 µM), inactives show top-dose activity change, negative = inhibition, usual class: inhibitors; hit rate 0.14% among 360,000; AID 720709;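 note: potency is the fitted concentration of half-maximal effect; plate controls were vehicle for no effect and positive control for full effect; nearly all actives have a fitted effect of over 50% in size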
PI5P4K alpha inh: blocks human PI5P4K alpha kinase activity; P48426; PI5P4Kalpha enzyme, ADP-Glo luminescence, 60 min; active compounds read low; max response, %; hit rate 1.2% among 330,000; active = max response of -50% or lower; inconclusive = between -30% and -50%; inactive = -30% or higher; note: value at the top dose of about 77 µM; % is set by controls: 0 for no effect and ±100 for the full control effect
Target sequence (P48426 whole entry, looked up): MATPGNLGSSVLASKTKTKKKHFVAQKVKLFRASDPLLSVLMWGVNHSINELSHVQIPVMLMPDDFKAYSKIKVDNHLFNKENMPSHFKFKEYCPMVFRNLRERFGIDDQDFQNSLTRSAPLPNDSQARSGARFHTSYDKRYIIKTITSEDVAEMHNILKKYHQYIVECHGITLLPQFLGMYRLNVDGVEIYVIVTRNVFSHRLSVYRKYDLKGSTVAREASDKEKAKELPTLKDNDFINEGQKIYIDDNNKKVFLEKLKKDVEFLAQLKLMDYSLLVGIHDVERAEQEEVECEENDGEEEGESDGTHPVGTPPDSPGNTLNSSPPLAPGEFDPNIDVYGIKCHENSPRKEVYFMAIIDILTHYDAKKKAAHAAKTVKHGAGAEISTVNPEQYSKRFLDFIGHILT
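qHTS, 1536-well: enzyme/substrate mix, compound by pin tool, 5 microM ATP final; RT 60 min; ADP-Glo reagents 1 (45 min) then 2 (30 min); luminescence.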
EPAC1 agonist: activates human EPAC1 exchange factor | AID 720707 | Potency, µM (top dose mostly 154 µM), for the others: top-dose activation, actives largely listed as activators | EPAC1 agonist qHTS, biochemical assay; response scale: 100% = response to 6.5 mM cAMP | hit rate 0.073% among 360,000 | O95398; note: potency is the fitted concentration of half-maximal effect; nearly all actives have a fitted effect of over 60% in size
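Compounds were pinned as a concentration titration into mixtures of EPAC1 (100 nM), BODIPY-GDP-loaded Rap1B (250 nM) and GDP (50 uM). After 5 min at room temperature, fluorescence was followed for 30 min; activity was scaled to 6.5 mM cAMP.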
WRN helicase inh: blocks human WRN helicase; hit rate 0.46% among 360,000; Q14191; WRN helicase unwinding, fluorescent forked duplex, kinetic; Potency, µM (top dose mostly 114 µM), inactives show at the top dose activity change, negative = inhibition, actives largely listed as inhibitors; AID 651768; note: potency is the fitted concentration of half-maximal effect; % is set by controls: 0 for no effect and ±100 for the full control effect; nearly all actives have a fitted effect of over 55% in size
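WRN at 20 nM final preincubated with compound 15 min at room temperature; reaction started with 100 nM fluorophore/quencher forked duplex oligonucleotide and 2 mM ATP final. Unwinding followed kinetically by red fluorescence (ex 525, em 598 nm).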
MmCpn inh: blocks the Methanococcus maripaludis chaperonin Mm-Cpn; hit rate 0.031% among 330,000; purified Mm-Cpn ATPase, ADP Transcreener TR-FRET; Potency, µM (top dose mostly 76.9 µM), without a hit: at the top dose activity, negative = inhibition, most hits filed as inhibitors; AID 504842; note: potency is the fitted concentration of half-maximal effect; % is set by controls: 0 for no effect and ±100 for the full control effect; nearly all actives have a fitted effect of over 80% in size
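Quantitative HTS used 25 nM Mm-CPN and 10 uM ATP in magnesium/KCl Tris buffer, pH 7.4, with 1 mM DTT. Hydrolysis ran 30 min at 37°C; ADP was read by HTRF.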
CCT chaperon mod: cytosolic chaperonin activity modulation | purified chaperonin ATPase assay, HTRF ADP detection, 30 min | activity change, % (no concentration beside the values), hits read low | hit rate 0.3% among 360,000; in the data active = activity change below about -30%; note: % is set by controls: 0 for no effect and ±100 for the full control effect
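First, chaperonin was dispensed at 40 nM or 20 nM final depending on batch activity. Next, compounds were pinned at 76 uM and ATP added at 10 uM. After 30 min at 37 °C, ADP detection reagents ran 30 min at ambient temperature.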
Starred values were filed as active, the others as inactive; u = inconclusive; x = not tested or not shown; [ ] = another dose, or the depositor's remark. Unless noted, calls come from the whole dose curve; as a rule, active = well fitted curve in the direction sought with a large enough effect; inconclusive = small, poorly fitted or top-dose-only effect, or another doubt; inactive = no such curve, though single readings can be large; an effect the other way counts as inactive or inconclusive. A portion of the library. The share of hits here may be higher or lower than overall.

mol | EPAC2 antagonist | PLK1 PBD block | EPAC1 antag | PI5P4K alpha inh | EPAC1 agonist | WRN helicase inh | MmCpn inh | CCT chaperon mod
CCOC(=O)c1c(NC(=S)Nc2ccccc2)sc2c1CCN(CC)C2 | -5% | u | 19% | -20 | 4% | 9% | -3% | 1.5
Cn1cc(CNC(=O)c2sc3cccc(Cl)c3c2Cl)cn1 | -7% | -5% | 0% | x | 5% | 8% | -4% | -1.5
Cc1oc2cc(O)cc(O)c2c(=O)c1-c1ccc2c(c1)OCCCO2 | -10% | -8% | -9% | x | 20% | 26% | 0%[15.4 µM] | -0.2
CCOc1cc2[nH]c(=S)n(C(C)C)c(=O)c2cc1OCC | 13% | 0% | 9% | 2 | -2% | -6% | 0% | -1.0
CC(C)Oc1ccc(C(=O)NC2(C(F)(F)F)N=C3SCCN3C2=O)cc1 (configuration not stated) | -6%[57.1 µM] | -1% | -5% | -1 | -6% | -26% | -1% | -1.5
CNc1nc(-c2ccc(OC)cc2)c(-c2ccc(OC)cc2)s1 | u | -8% | 1% | 0 | 8% | -3% | -8% | -0.3
CC1CCC(NC(=O)COC(=O)c2ccco2)CC1 (configuration not stated) | 8% | 6% | -7% | 2 | -3% | 7% | 0% | 1.3
COc1ccc(NC(=O)CN2CCN(S(=O)(=O)c3cccs3)CC2)cc1Cl | 5% | 0% | 13% | 0 | 3% | -7% | -5% | 2.7
COc1ccc(C(=O)NCC(c2ccco2)N2CCc3ccccc32)c(OC)c1 (configuration not stated) | u | -3% | -7% | 1 | 6% | -2% | 0% | -1.0
CCOC(=O)CCSCC(=O)Nc1cc(C)on1 | -3% | -1% | -4% | 0 | 8% | -7% | 1% | -2.7
O=C(NC1CCCCC1)c1ccc2[nH]c(=O)c(=O)[nH]c2c1 | -1% | -8% | u | -1 | 0% | -3% | -4% | 1.2
Cc1ccc(NC(=O)Cc2ccccc2F)cc1S(=O)(=O)N1CCCCCC1 | 4% | 4% | -18% | 11 | 7% | -10% | -1% | 0.4
O=C(NCc1ccccn1)c1[nH]c(C(F)(F)F)nc1-c1ccccc1 | 1% | -8% | 1% | 3 | 5% | -3% | x | -0.5
CC(C)(C)CC(C)(C)NC(=O)/C=C/C(=O)O | -20% | 0% | -6% | 6 | 2% | -9% | u | 0.8
NC(=O)N/N=C/c1cccc(C(F)(F)F)c1 | 8% | 1% | -4% | 3 | -5% | -4% | 0% | 0.7

Filtered by structure, the entries above containing a furan ring, fused or not.
mol | EPAC2 antagonist | PLK1 PBD block | EPAC1 antag | PI5P4K alpha inh | EPAC1 agonist | WRN helicase inh | MmCpn inh | CCT chaperon mod
CC1CCC(NC(=O)COC(=O)c2ccco2)CC1 (configuration not stated) | 8% | 6% | -7% | 2 | -3% | 7% | 0% | 1.3
COc1ccc(C(=O)NCC(c2ccco2)N2CCc3ccccc32)c(OC)c1 (configuration not stated) | u | -3% | -7% | 1 | 6% | -2% | 0% | -1.0

The list continues:
mol | EPAC2 antagonist | PLK1 PBD block | EPAC1 antag | PI5P4K alpha inh | EPAC1 agonist | WRN helicase inh | MmCpn inh | CCT chaperon mod
COc1ccccc1-c1coc2c(CN(C)C)c(O)ccc2c1=O | 1% | -19% | -13% | -16 | 2% | 8% | -6% | -2.5
O=C(CCc1ccccc1)NC(=S)Nc1cccc(C(=O)O)c1 | 1% | -9% | -24% | -19 | 7% | 2% | 0% | -1.0
CC(=O)N(\C=C/C=C/C=C1\Sc2ccccc2C1=O)c1ccccc1 | -16% | u | u | -66* | 2% | u | -1% | 0.0
Cc1ccc(CNS(=O)(=O)c2cn(C)cn2)cc1 | 2% | -6% | -8% | x | 9% | 4% | 0% | 1.3
O=c1nc2ccc(Cl)cn2c2ccc(S(=O)(=O)N3CCOCC3)cc12 | -6% | -17% | -7% | -14 | 4% | -8% | -5% | -0.3
Cc1cc(C)cc(NC(=O)CSc2nnc(C3CC3)n2CC2CCCO2)c1 (configuration not stated) | -7% | -15% | 19% | 0 | 5% | 0% | 1% | -3.1
CCCCC(=O)c1ccc(OC(=O)c2ccc([N+](=O)[O-])cc2)cc1 | -14% | -5% | -17% | -1 | 5% | -6% | x | -1.1
CC(=O)c1ccc(NC(=O)c2ccc(-n3cnnn3)cc2)cc1 | 10% | -1% | -16% | -4 | 9% | -16% | u | -0.4
CC1(C)Cc2c(sc(NC(=O)c3ccc(C(=O)c4ccccc4)cc3)c2C#N)C(C)(C)N1 | 0% | -11% | 8% | -2 | -2% | -26% | 0% | 0.4
COC(=O)c1ccc(COC(=O)C(CCSC)NC(=O)COc2ccccc2)cc1 (configuration not stated) | -7% | -4% | -7% | 9 | 18% | -35% | 2% | -6.9
CCn1c(SCC(=O)Nc2ccccc2F)nc2c(c1=O)SC(C)C2 (configuration not stated) | -2% | -3% | 4% | 1 | 6% | -19% | 0% | -4.0
CCCCC(=O)N(C)c1c(C)nc2ccc(C(=O)N(C)CCN(C)C)cn12 | 8% | -4% | -10% | 1 | -15% | -11% | x | -0.6
Cc1c(C(=O)Cc2ccccc2)n(C)c2ccccc12 | -18% | -9% | 4% | 15 | 14% | -4% | -3% | -0.9
COc1ccccc1N1CCN(CC(O)c2c(C)[nH]c3ccccc23)CC1 (configuration not stated) | -5% | -20% | -19% | 1 | 2% | -9%[57.1 µM] | -1% | -0.8
O=C(CSc1nnc(Cc2cccs2)n1-c1ccccc1)NCc1ccc2c(c1)OCO2 | 7% | -3% | 5% | 4 | -1% | -6% | 2% | -1.0
CCC(C(=O)NC1CCCC1)n1c(C2CC2)nc2ccccc21 (configuration not stated) | 14% | -4% | 28% | -2 | -9% | 8% | x | x
COc1ccc(C(=O)[C@H]2[C@H]3C(=O)N(c4ccc(OC(C)=O)cc4)C(=O)[C@H]3C3C=CC=NN32)cc1 (some centres not stated) | 4% | -5% | 13% | 0 | 2% | -11% | -2% | -0.8
Cc1ccc(NC(=O)C2CCCN(S(=O)(=O)c3cccnc3)C2)cc1C (configuration not stated) | 4% | 0% | 4% | 3 | -7% | 19% | 1% | 0.6
CC(=O)Nc1ccc(NC(=O)C2CCCN2C(=O)Nc2ccc(F)c([N+](=O)[O-])c2)cc1 (configuration not stated) | 8% | -10% | -20% | -2 | 9% | 7% | 4% | -4.1
CC(OC(=O)c1ccc(O)cc1)C(=O)Nc1nc(-c2ccccc2)cs1 (configuration not stated) | -13% | -2% | -10% | 1 | 25% | -12% | 2% | 0.6
CC(=O)N1c2ccccc2NC2=C(C(=O)CC(C)(C)C2)C1c1cccn1C (configuration not stated) | 14% | -3% | -10% | -3 | 1% | 9% | -1% | 3.1
C[N+]1(CC(O)COc2ccccc2)CCN(C(=O)c2ccc([N+](=O)[O-])cc2)CC1 (configuration not stated) | -5% | -7% | -2% | 6 | 4% | -8% | u | 0.4
COC(=O)c1sccc1NC(=O)CC1C(=O)NCCN1C(=O)c1ccc(C)c(C)c1 (configuration not stated) | 2% | 5% | 12% | -2 | 4% | 4% | -1% | 0.2
Cc1cccc(-c2nc3c(s2)CCc2onc(-c4ccc(Br)cc4)c2-3)c1 | -2% | -13% | -5% | 36 | 0% | -2% | 2% | -1.0
CCOC(=O)CNC(=O)N1CCCC(CNS(=O)(=O)Cc2ccccc2)C1 (configuration not stated) | -14% | -11% | u | 1 | 2% | -15% | -6% | 2.0
c1ccc(C2[C@H]3CN(Cc4cccnc4)[C@H](c4ccccc4)C34CC2(c2ccccc2)C4)cc1 (some centres not stated) | -7% | 1% | -15% | 1 | 6% | -6% | -2% | -1.7
Cc1nnc(SCc2c(Cl)cccc2Cl)s1 | -5% | -1% | 1% | -2 | 9% | -23% | -2% | -0.1
COc1ccc2[nH]c(=O)c(CN(CCO)S(=O)(=O)c3ccc(C)cc3)cc2c1 | 1% | -7% | -2% | -2 | 1% | -6% | -22% | -3.0
CCCN(CCC)CCNS(=O)(=O)c1ccc2c(c1)oc(=O)n2C | 7% | -6% | 17% | 2 | 10% | 3% | 1% | -1.7
CCn1cc(C(=O)NCc2cccc(F)c2)c(=O)c2cc(F)c(N3CCN(C(=O)c4ccco4)CC3)cc21 | -14% | -13% | 0% | -9 | 8% | 8% | 0% | -4.1
CCOC(=O)N1CCN(CC(=O)Nc2ccc(C)c(Br)c2)CC1 | 8% | 0% | -17% | -5 | 0% | -35% | -4% | -3.6
COC(=O)[C@H](Cc1ccccc1)N(Cc1ccccc1)S(=O)(=O)N(Cc1ccccc1)[C@@H](Cc1ccccc1)C(=O)OC | 3% | 0% | 0% | 3 | -4% | 2% | 0% | 0.7
Cn1cc([N+](=O)[O-])c(C(=O)Nc2cc(Oc3ccccc3)cc([N+](=O)[O-])c2)n1 | 8% | -15% | -26% | 6 | -10% | -1% | 1% | 0.4
CC(CN1CCCC1)OC(=O)c1ccc(Cl)cc1 (configuration not stated) | 13% | -3% | 10% | -3 | 14% | 7% | 1% | -1.0
CC(C)C(=O)O/N=C1\CCS(=O)(=O)c2sccc21 | -3% | -18% | u | 12 | -2% | -11% | 1% | -0.2
CC(NC(=O)C1=CC=CN2CCS(=O)(=O)N=C12)c1ccc(Cl)c(Cl)c1 (configuration not stated) | -3% | 4% | -1% | 4 | -4% | 10% | 0% | -3.1
COc1ccc(C(=O)N2CCC(C)(C(=O)NS(=O)(=O)C3CC3)C2)cc1 (configuration not stated) | 6% | -1% | 4% | -1 | -2% | -7% | x | -2.0
COc1ccc(S(=O)(=O)CCC(=O)N2CCN(c3ccc(F)cc3)CC2)cc1 | 3% | 0% | 0% | 0 | -16% | 5% | 1% | -6.0
O=c1[nH]c(C2CCN(S(=O)(=O)c3ccccc3F)CC2)nc2c1nnn2Cc1ccc(OC(F)(F)F)cc1 | -1% | -3% | -11% | -1 | -23% | -7% | -1% | 1.2
COC(=O)C1=C(C(=O)OC)C2(OC1c1ccccc1C)C(=O)c1ccccc1C2=O (configuration not stated) | -4% | -10% | -3% | 6 | 1% | -3% | -3% | 0.6
C/C=C(/C)C(=O)Nc1cccc(C2=NOC3(C2)C[C@@H](C(N)=O)N(C(=O)CC(c2ccccc2)c2ccccc2)C3)c1 (some centres not stated) | 6% | 0% | -3% | 1 | -7% | -1% | -1% | 1.6
O=C(/C=C/c1ccc2c(c1)OCO2)NCCSCc1ccc(Cl)cc1Cl | -1% | -3% | -9% | 0 | 10% | -16% | -2% | -0.9
O=S(=O)(c1cccc(Cn2nnc(-c3ccc(F)cc3)n2)c1)N1CCOCC1 | -8% | -11% | -26% | 2 | 18% | -21% | -2% | -2.7
COC(=O)c1cn(-c2ccccc2)nc1-c1ccncc1 | -8% | 0% | 0% | -1 | 5% | -4% | 0% | -0.1
CCOC(=O)[C@H]1[C@H]2COc3ccc(C)cc3[C@@H]2N2C(=O)CN(Cc3ccco3)C(=O)[C@@]12C | -2% | -14% | 2% | -20 | 2% | -1% | 0% | 0.2
